# Bioassay records deposited in PubChem by National Center for Advancing Translational Sciences (NCATS).
# JMJD2A Tudor inh: qHTS Assay for Inhibitors of JMJD2A-Tudor Domain. AlphaScreen JMJD2A-Tudor / H3K4me3 peptide binding. Potency, µM (titrated, usually from 114 µM), for the others: at the highest dose activity change, negative = inhibition, usual class: inhibitors. hit rate 4.4% among 390,000. AID 504339, 2011; further: on the % scale 0 is the no-effect control and ±100 the full control effect; nearly all actives have a fitted effect of over 50% in size
# HP1b binding inh: HTS for Inhibitors of HP1-beta Chromodomain Interactions with Methylated Histone Tails; Chromobox protein homolog 1 (Homo sapiens), P83916; AID 540317, 2011; Potency, µM (titrated, usually from 114 µM), for the others: at the highest dose activity change, negative = inhibition, usual class: inhibitors; AlphaScreen HP1-beta / biotin-H3K9me3 peptide binding; hit rate 0.56% among 390,000; further: nearly all actives have a fitted effect of over 70% in size; inactives centre near 23
# Target sequence (P83916 whole entry, looked up): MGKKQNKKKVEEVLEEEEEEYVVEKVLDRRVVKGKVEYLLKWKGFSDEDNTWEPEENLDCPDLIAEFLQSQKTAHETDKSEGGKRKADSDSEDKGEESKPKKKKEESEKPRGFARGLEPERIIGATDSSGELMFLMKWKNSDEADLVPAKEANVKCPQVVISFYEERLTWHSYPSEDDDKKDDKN
#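 HP1-beta protein (50 nM final) preincubated 30 min at room temperature with biotinylated H3(1-18)K9me3 peptide (50 nM) in PBS pH 7.4, 0.01% Tween-20, then compound added for 30 min. AlphaScreen streptavidin donor/nickel chelate acceptor beads (10 ug/mL final), 30 min dark, luminescence read.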
# BLM helicase inh: qHTS Assay for Inhibitors of Bloom's syndrome helicase (BLM); RecQ-like DNA helicase BLM (Homo sapiens), P54132; recombinant BLM DNA unwinding, fluorescence dequenching; Potency, µM (doses to about 56.1 µM), for inactives: at the top dose activity change, negative = inhibition, most hits filed as inhibitors; hit rate 0.2% among 350,000; AID 2528, 2010;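 further: plate controls were vehicle for no effect and no enzyme for full effect; nearly all actives have a fitted effect of over 35% in size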
# BAZ2B block: qHTS Assay for Inhibitors of BAZ2B; AlphaScreen BAZ2B-H3K14Ac peptide displacement; Potency, µM (series often up to 114 µM), for inactives: at the highest dose activity change, negative = inhibition, hits mostly inhibitors; hit rate 4.4% among 360,000; further: on the % scale 0 is the no-effect control and ±100 the full control effect; nearly all actives have a fitted effect of over 60% in size
#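 Complex of BAZ2B and biotin-H3K14Ac (50 nM apiece) forms over 30 min at RT, then faces library compounds up to 110 uM for another 30 min; AlphaScreen beads added, 20 min dark incubation, luminescence read.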
# G9a block: qHTS Assay for Inhibitors of Histone Lysine Methyltransferase G9a | Histone-lysine N-methyltransferase EHMT2 (Homo sapiens), Q96KQ7 | AID 504332, 2011 | Potency, µM (titrated, usually from 102 µM), for the others: top-dose activity, negative = inhibition, hits mostly inhibitors | G9a H3K9 monomethylation, AlphaScreen, 2 h | hit rate 8.8% among 350,000; further: on the % scale 0 is the no-effect control and ±100 the full control effect; nearly all actives have a fitted effect of over 75% in size
#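 Quantitative HTS format: methyltransferase activity on a biotin-tagged H3K9 peptide is measured by AlphaScreen, using a rabbit anti-monomethyl-H3K9 antibody with streptavidin donor and anti-IgG acceptor beads. Final levels are 20 nM enzyme, 500 nM peptide, 20 uM SAM; 2 h RT.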
# Pin1 inhibitor: qHTS Assay to Find Inhibitors of Pin1; Peptidyl-prolyl cis-trans isomerase NIMA-interacting 1 (Homo sapiens), Q13526; Pin1 FP peptide displacement, HiFluor488, 10 min; hit rate 0.009% among 390,000; Potency, µM (top dose mostly 115 µM), for inactives: at the top dose activity, negative = inhibition, actives largely listed as inhibitors; AID 504891, 2011; active means well fitted inhibition curve with a large enough effect in the polarisation, with a control signal flat, not every such curve was filed as active; inconclusive means small, poorly fitted or top-dose-only effect, or effect the other way, or a change in a side signal; inactive means no such curve, though single readings can be large or run the other way; the % refers to the polarisation; further: on the % scale 0 is the no-effect control and ±100 the full control effect
# Target sequence (Q13526 whole entry, looked up): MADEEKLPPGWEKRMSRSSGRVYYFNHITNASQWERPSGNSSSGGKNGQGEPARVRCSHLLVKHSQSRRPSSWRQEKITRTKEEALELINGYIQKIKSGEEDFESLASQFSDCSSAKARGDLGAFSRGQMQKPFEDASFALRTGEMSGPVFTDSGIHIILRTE
# PGK inhibitor: qHTS Assay to Find Inhibitors of Phosphoglycerate Kinase. Phosphoglycerate kinase, glycosomal (Trypanosoma brucei brucei), P07378. PGK/GAPDH coupled, Kinase-Glo luminescence, 60 min. Potency, µM (top dose mostly 57.5 µM), for the others: top-dose activity change, negative = inhibition, actives largely listed as inhibitors. hit rate 0.043% among 380,000. AID 602233, 2012; further: on the % scale 0 is the no-effect control and ±100 the full control effect; nearly all actives have a fitted effect of over 60% in size
#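 Luminescent ATP detection (Kinase-Glo Plus) follows a 60-minute room-temperature incubation, with wells lacking PGK as controls. Buffer: 100 mM TEA (pH 7.6), 5 mM MgCl2, 0.01% Tween-20. Coupling enzyme GAPDH (100 nM final) supplies unstable 1,3-BPG in-well.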
# Pol iota inh: qHTS for Inhibitors of Polymerase Iota; AID 588590, 2011; DNA polymerase iota (Homo sapiens), Q9UNA4; hit rate 1% among 390,000; Potency, µM (doses to about 115 µM), without a hit: at the highest dose activity, negative = inhibition, usual class: inhibitors; Pol iota fluorescent replication assay, 10 min
# Target sequence (Q9UNA4 whole entry, looked up): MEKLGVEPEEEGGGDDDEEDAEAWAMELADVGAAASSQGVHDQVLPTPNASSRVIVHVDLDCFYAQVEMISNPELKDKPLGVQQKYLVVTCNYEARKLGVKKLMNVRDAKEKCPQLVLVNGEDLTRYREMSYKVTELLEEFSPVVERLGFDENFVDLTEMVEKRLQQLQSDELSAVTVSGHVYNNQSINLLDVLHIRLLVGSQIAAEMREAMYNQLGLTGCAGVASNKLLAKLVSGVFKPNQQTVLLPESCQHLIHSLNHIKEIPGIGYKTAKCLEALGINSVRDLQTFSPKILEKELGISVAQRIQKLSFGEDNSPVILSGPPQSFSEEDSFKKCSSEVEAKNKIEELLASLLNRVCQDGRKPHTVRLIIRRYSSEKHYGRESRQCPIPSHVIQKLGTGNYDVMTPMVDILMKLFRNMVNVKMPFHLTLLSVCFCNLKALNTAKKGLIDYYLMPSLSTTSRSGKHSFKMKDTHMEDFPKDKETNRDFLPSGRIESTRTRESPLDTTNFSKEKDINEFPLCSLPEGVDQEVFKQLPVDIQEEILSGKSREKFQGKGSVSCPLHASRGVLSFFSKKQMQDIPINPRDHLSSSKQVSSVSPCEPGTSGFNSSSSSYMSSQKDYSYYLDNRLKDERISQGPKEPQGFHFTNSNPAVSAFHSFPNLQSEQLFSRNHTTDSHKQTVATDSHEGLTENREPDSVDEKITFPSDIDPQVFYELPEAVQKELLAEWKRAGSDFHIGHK
#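 Pol iota at 10 nM preincubated 15 min with compounds at room temperature; reaction started with fluorescent substrate, 50 nM final. Fluorescence read kinetically at 0 and 10 min; buffer-only wells as negative control.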
# GLS inhibitor: qHTS for Inhibitors of Glutaminase (GLS); Glutaminase kidney isoform, mitochondrial (Homo sapiens), O94925; GLS enzymatic activity, qHTS titration; Potency, µM (top dose mostly 45.5 µM), without a hit: top-dose activity change, negative = inhibition, actives largely listed as inhibitors; hit rate 0.21% among 410,000; further: on the % scale 0 is the no-effect control and ±100 the full control effect
#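 Glutamate formation by hKGA was monitored fluorometrically using coupled glutamate oxidase, HRP and Amplex Red. Substrate was added as 1 mM L-glutamine solution; incubation was 30 min at RT after an initial read.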
# An asterisk follows results filed as active; i = inactive; ? = inconclusive; nt = no result given; & = joins results of further samples; [ ] = dose if it differs, or a comment. Unless noted, the call rests on the fitted dose curve; in most records, active means well fitted curve in the direction sought with a large enough effect; inconclusive means small, poorly fitted or top-dose-only effect, or another doubt; inactive means no such curve, though single readings can be large; an effect the other way counts as inactive or inconclusive. Potency means the concentration at half of the fitted maximal effect.
# Preview (2 entries):
SMILES,JMJD2A Tudor inh,HP1b binding inh,BLM helicase inh,BAZ2B block,G9a block,Pin1 inhibitor,PGK inhibitor,Pol iota inh,GLS inhibitor
O=c1cc(CO)oc(C(Nc2ccccn2)c2cccc(F)c2)c1O (configuration not stated),20µM*,?,3%,-30%,1.3µM*,1%,-6%,10%,-3%
Cc1c(C(=O)N2CCCCCC2)c(S(=O)(=O)Nc2ccccc2F)c(C)n1C,-13%,59%[activator],0%,-4%[57.1 µM],-22%,0%,-3%,21%,2%

# The list itself, from the first entry:
SMILES,JMJD2A Tudor inh,HP1b binding inh,BLM helicase inh,BAZ2B block,G9a block,Pin1 inhibitor,PGK inhibitor,Pol iota inh,GLS inhibitor
O=c1cc(CO)oc(C(Nc2ccccn2)c2cccc(F)c2)c1O (configuration not stated),20µM*,?,3%,-30%,1.3µM*,1%,-6%,10%,-3%
Cc1c(C(=O)N2CCCCCC2)c(S(=O)(=O)Nc2ccccc2F)c(C)n1C,-13%,59%[activator],0%,-4%[57.1 µM],-22%,0%,-3%,21%,2%
CCC(/C=N/NC(=O)C(=O)N/N=C/C(CC)CC)CC,-8%,23%,0%,5%,5%[59 µM],-1%,-9%,28%,-1%
N#Cc1c(N2CCCC2)ccc(Br)c1Cl,235%[activator],208%[activator],-5%,179%[activator],nt,1%,-7%,-24%,-1%
CC(N=C1NS(=O)(=O)c2ccccc21)C(=O)NCc1ccncc1 (configuration not stated),-6%,2%,nt,12%,3%,-2%,i,46%[activator],-3%
CCN(CC(=O)Nc1c(F)cccc1F)C(=O)C1COc2ccccc2O1 (configuration not stated),-10%,30%,nt,-2%,9%[59 µM],6%,-3%,24%,-4%
N#CCCN(Cc1cccnc1)C(=S)Nc1ccccc1Cl,-7%,21%,-10%,0%,6%,6%,15%,8%,2%
Cn1ncc(Cl)c1C(=O)N/N=C/c1cc2c(cc1[N+](=O)[O-])OCO2,3%,44%[activator],-3%,0%,18%,-6%,-1%,10%,3%
O=C(OCC(=O)N1CCCC1)c1c[nH]c2ccccc12,-11%,34%[activator],nt,10%,5%[2.33 µM],0%,-2%,-12%,-2%
CS(=O)(=O)N1Cc2ccccc2CC1C(=O)O (configuration not stated),-11%,8%,-2%,?,40µM*,-9%,-3%,?,41%[activator]
O=C(N/N=C/c1ccccc1)NC1CCCCC1,-7%,13%,4%,-3%,-8%,-3%,0%,16%,9%
O=C(Nc1ccc2c(c1)CCCN2C(=O)c1cccs1)c1cccc(F)c1,?,-1%,-7%,?,5%,-1%,-7%,-3%,1%
O=C(O)c1ccc(CN2C(=O)c3ccc(Oc4ccc([N+](=O)[O-])cc4)cc3C2=O)cc1,-11%,3%,0%,-2%,nt,5%,-9%,14%,5%
CCOC(=O)N1CCN(C2=NC3(CCCCC3)C(C#N)C(=O)N2)CC1 (configuration not stated),-16%,15%,-2%,6%,-7%,-6%,8%,20%,1%
CCOc1ccc(/C=N/NC(=O)c2csc(C)c2C)c(OCC)c1,-9%,26%,-1%,-4%,18%,0%,i,17%,14%
CC(=O)N1CCc2cc(Br)cc(S(=O)(=O)NCCc3ccc(Cl)cc3)c21,2%,48%[activator],-1%,2%,2%[59 µM],4%,-2%,5%,-8%
Cc1ccc(NC(=O)CCSc2nc(-c3ccc4c(c3)OCO4)cc(C(F)(F)F)n2)cc1,2%,32%,-3%,4%,-1%[59 µM],2%,i,14%,13%
Cc1ccc(S(=O)(=O)c2c(C)cc(C)[nH]c2=O)cc1,-1%,22%,-3%,-3%,-3%,0%,-3%,25%,-1%
Clc1cccc(CSc2nnc(-c3cccnc3)n2Cc2ccco2)c1,-19%,9%,-6%,6%,?,-4%,-4%,10%,-2%
CN1C(=O)C(CC(=O)NC2CCCCC2)N(C)C1=O (configuration not stated),-28%,5%,-3%,-4%,5%,3%,-4%,71%[activator],-5%
N#CCCn1cc(C(CC(=O)c2ccccc2)C(=O)O)c2ccccc21 (configuration not stated),-8%,27%,-4%,6%,?,-1%,3%,15%,23%
CCOC(=O)C1C(c2ccc(OC)c(OC)c2)c2c([nH][nH]c2=O)CC1(C)O (configuration not stated),-12%[11.4 µM],-7%,9%,0%,?,-4%,-3%,-15%,7%
CCOC(=O)C1C(C(=O)OC)=C(c2ccc(F)cc2)c2ccccc2N1S(=O)(=O)C(F)(F)F (configuration not stated),-2%,55%[activator],1%[75.6 µM],nt,1%[59 µM],0%,-9%,5%,-6%
COc1ccc(-c2cc3nc(C4CCN(C(=O)OC(C)(C)C)CC4)c(C(=O)O)cn3n2)cc1,-11%,20%,-6%,-32%,79µM*,1%,i,-7%[58.9 µM],16%
Nc1ccc(-n2cc(-c3ccccc3)[nH]c2=S)cc1,?,-4%,-5%,-34%,7.9µM*,-7%,-4%,0%,21%
C#CCNC(=O)C1CCN(c2ccc(S(=O)(=O)N3CCOCC3)cc2Cl)CC1,-34%,-11%,-1%,5%,nt,5%,-4%,78%[activator],1%
COc1ccc(C(=O)CCC(=O)Nc2cccnc2)c(OC)c1,-1%,3%,2%,6%,1%,18%,2%,19%,-12%
Cc1ccc(Cn2ccnc2SCC(=O)NCc2ccc(F)cc2)cc1,-21%,14%[57 µM],2%,-27%,-33%[59 µM],-2%,11%,34%[activator],10%
CCOc1ccccc1CNC(=O)Nc1cn(CC(C)C)c(=O)c2ccccc12,-15%,14%,-11%,-3%[57.1 µM],?,5%,2%,40µM*,-14%
COc1ccc(Cc2nnc(NC(=O)C3CCCO3)s2)cc1 (configuration not stated),-5%,27%,-3%,-37%,?,0%,8%,22%,0%
CC(=O)OCC(=O)C1(O)CCC2C3CC(C)C4=CC(=O)C=CC4(C)C3=CCC21C (configuration not stated),-25%,10%[57 µM],nt,nt,nt,-8%,-1%,9%,-13%
O=S(=O)(NCCc1ccncc1)c1ccc(S(=O)(=O)N2CCCCCC2)cc1,1%,21%,-3%,-33%,-39%,-2%,-1%,?,-5%
O=C(O)c1cccc(-n2c(/C=C/c3cccc([N+](=O)[O-])c3)nc3ccccc3c2=O)c1,-15%,-1%,-5%,-37%,2%[0.501 µM],-4%,3%,11%,4%
Cc1c(C(=O)O)sc2[nH]c(=O)n(Cc3ccccc3)c(=O)c12,-8%,46%[activator],-2%,-10%,-30%[2.33 µM],1%,-2%,-18%,-18%
COc1ccc(N(CCC(=O)O)S(=O)(=O)c2ccc(C)c(C)c2)cc1,-2%,32%,4%,-7%,nt,-2%,-4%,7%,0%
Cc1noc(C)c1S(=O)(=O)N1CCC(C(=O)Nc2ccc(Br)cc2)CC1,-14%&-15%,20%&1%,1%&-6%,1%&-14%,-8%,4%&6%,-1%&-8%,10%&-8%,1%&-14%
COCCCNC(=O)C[C@H]1C[C@H](C(=O)N2CCOCC2)[C@@]2(C)c3[nH]c4cc(CCC(=O)N(C)C)ccc4c3CCN2C1=O,-22%,14%,nt,nt,nt,-1%,-8%,21%,5%
CCOC(OCC)c1nc(N)[nH]c(=O)c1CCCCc1ccccc1,-15%,9%[57 µM],nt,nt,nt,8%,-6%,21%,-11%
Cc1ccc(NC(=O)c2ccc(COc3ccccc3[N+](=O)[O-])o2)nc1,-19%,27%,nt,-37%,?,-5%,-9%,18%,1%
O=C(c1ccc(-n2cccc2)cc1)N1CCCCC1,-27%,-4%,-5%,-15%,7%,-11%,i,103%[activator],1%
O=c1c2ccccc2nc(N/N=C/c2ccc(O)cc2)n1O,-13%,-9%,-4%,2%,?,3%,i,-6%,-2%
CCOC(=O)CCCCC(=O)c1[nH]c(=O)[nH]c1CN1CCOCC1,35µM*,-37%,1%,16µM*,?,-4%,nt,9%,2%
Cc1nc(SC(C)C(=O)Nc2c(C)n(C)n(-c3ccccc3)c2=O)nc(C)c1C (configuration not stated),-10%,41%[activator],nt,-1%,18%[12.7 µM],-7%,2%,13%,-5%
CCOc1ccc(S(=O)(=O)N2CCN(C(=O)C3CSC4(C)CCC(=O)N34)CC2)cc1 (configuration not stated),-2%,34%,nt,10%,-22%[12.7 µM],-11%,i,12%,-2%
COc1ccccc1C(=O)Nc1cccc(Oc2c(F)c(F)c(F)c(F)c2F)c1,34%,74%[activator],-12%,5%,17%[12.7 µM],8%,-9%,42%[activator],-20%
C[C@H](NC(=O)c1nc[nH]c1C(=O)NC1CCNCC1)C(=O)OC(C)(C)C,-22%,30%,nt,50µM*,?,3%,2%,?,-8%
CC(CN1CCCCC1)OC(=O)c1ccco1 (configuration not stated),-8%,-4%,-6%,0%,-3%,1%,-4%,24%,2%
O=C(c1ccccc1Cl)N1CCC(O)(c2cccnc2)CC1,-13%,37%,-1%,14%,45%,-2%,-1%,35%[activator],2%
COc1ccc(NC(=O)Cn2c(=O)sc3ccccc32)c(OC)c1,-11%,51%[activator],-2%,-5%,?,-8%,i,33%[activator],-4%
Cc1ccc(S(=O)(=O)N(C)S(=O)(=O)c2ccc(C)cc2)cc1,20%,55%[activator],nt,6%,-12%[2.33 µM],1%,5%,-6%,2%

# Structures above shown as hits in Pol iota inh:
SMILES,JMJD2A Tudor inh,HP1b binding inh,BLM helicase inh,BAZ2B block,G9a block,Pin1 inhibitor,PGK inhibitor,Pol iota inh,GLS inhibitor
CCOc1ccccc1CNC(=O)Nc1cn(CC(C)C)c(=O)c2ccccc12,-15%,14%,-11%,-3%[57.1 µM],?,5%,2%,40µM*,-14%

# The list is partial, so the mix of outcomes need not match the whole.
